Source: PubChem (NCI)
NCI-60 one-dose screen, 48 h, at 10 µM unless noted. Numbers give growth in % (100 = growth as untreated, 0 = no growth, -100 = all killed).
SN12C: SN12C renal cancer cells. hit rate 3.8% among 81,000
NCI-H23: NCI-H23 lung cancer. hit rate 4% among 80,000. AID 1794731
SK-OV-3: SK-OV-3 ovarian cancer cells; hit rate 3.2% among 80,000
OVCAR-5: OVCAR-5 ovarian cancer | hit rate 2.9% among 82,000
NCI/ADR-RES: NCI/ADR-RES ovarian cells; hit rate 4.4% among 81,000
IGROV1: IGROV1 ovarian cancer. hit rate 4.7% among 79,000. AID 1794786
NCI-H226: NCI-H226 lung cancer; AID 1794732; hit rate 3.5% among 79,000
OVCAR-3: OVCAR-3 ovarian cancer | hit rate 7% among 79,000
OVCAR-4: OVCAR-4 ovarian cancer cells. hit rate 3.7% among 80,000. AID 1794784
* = called active by the depositor; . = not tested or not shown; & = joins results of further samples; ! = not active in a repeat; [ ] = another dose, or the depositor's remark. Rule for the calls: active = growth percent below 10; inactive = the rest.

Screens by letter: A = SN12C; B = NCI-H23; C = SK-OV-3; D = OVCAR-5; E = NCI/ADR-RES; F = IGROV1; G = NCI-H226; H = OVCAR-3; I = OVCAR-4
> ClC1OC(Cl)C(Cl)OC1Cl (centres undefined)
  A: 99	B: 103	C: 102	D: 104	E: 106	F: 117	G: 96	H: 111	I: 93

> CCOc1cc2c(cc1OCC)C(C)NCC2 (centres undefined)
  A: 110	B: 105	C: 117	D: 101	E: 111	F: 104	G: 99	H: 104	I: 111

> O=C1C=C2C=C[C@@H]3C[C@@]2(O1)[C@H]1CCCCN31
  A: 91	B: 70	C: 95	D: 104	E: 87	F: 85	G: 96	H: 104	I: 88

> ClCc1ccco1
  A: 95	B: 92	C: 108	D: 111	E: 101	F: 110	G: 88	H: 85	I: 113

> NNc1n[nH]c(N)n1
  A: 102	B: 105	C: 109	D: 104	E: 105	F: 106	G: 105	H: 112	I: 104

> CN1C(=O)C(C)(C2=CCCCC2)C(=O)NC1=S (centres undefined)
  A: 106	B: 96	C: 100	D: 95	E: 107	F: 122	G: 97	H: 105	I: 117

> CCC(CC)OC(=O)Cc1ccccc1
  A: 100	B: 105	C: 103	D: 104	E: 105	F: 110	G: 101	H: 109	I: 107

> Cc1ncc(C(=O)O)n1C(C)c1ccccc1 (centres undefined)
  A: 102	B: 96	C: 89	D: 99	E: 104	F: 112	G: 98	H: 108	I: .

> Cc1cc(C(C)(C)c2cc(C)c(O)c(C)c2)cc(C)c1O
  A: 98	B: 87	C: 85	D: 92	E: 76	F: 91	G: 89	H: 71	I: 89

> COc1cc2c(cc1OCCCCCn1c(-c3ccco3)nc3ccccc31)N=C[C@@H]1CCCN1C2=O
  A: 16	B: -50*	C: 42	D: 7.0*	E: 11	F: -60*	G: -15*	H: 13	I: 11

Pulled by compound from the entries so far, 2 records:
Screens by letter: A = SN12C; B = NCI-H23; C = SK-OV-3; D = OVCAR-5; E = NCI/ADR-RES; F = IGROV1; G = NCI-H226; H = OVCAR-3; I = OVCAR-4
> Cc1ncc(C(=O)O)n1C(C)c1ccccc1 (centres undefined)
  A: 102	B: 96	C: 89	D: 99	E: 104	F: 112	G: 98	H: 108	I: .

> CN1C(=O)C(C)(C2=CCCCC2)C(=O)NC1=S (centres undefined)
  A: 106	B: 96	C: 100	D: 95	E: 107	F: 122	G: 97	H: 105	I: 117

Carrying on:
Screens by letter: A = SN12C; B = NCI-H23; C = SK-OV-3; D = OVCAR-5; E = NCI/ADR-RES; F = IGROV1; G = NCI-H226; H = OVCAR-3; I = OVCAR-4
> COc1c2c(cc3c1OCO3)CCN(C)C2
  A: 105	B: 108	C: 122	D: 98	E: 120	F: 164	G: 104	H: 118	I: 109

> Cc1cc(N(CCCl)CCCl)ccc1/C=N\NC(=O)c1cccnc1
  A: 75&68	B: 74&66	C: 102&74	D: 74&34	E: 82&82	F: 83&80	G: -36*!	H: 101&104	I: 81&93

> COC(=O)CNP(=O)(NCC(=O)OC)N(CCCl)CCCl
  A: 118	B: 104	C: 113	D: 114	E: 105	F: 106	G: 89	H: 110	I: 117

> Cc1ccccc1N1CCN(C(C)C#N)CC1 (centres undefined)
  A: 89	B: 96	C: 100	D: 97	E: 95	F: 98	G: 92	H: 107	I: 103

> O=[N+]([O-])c1ccc2cnn(CSP(=S)(c3ccccc3)c3ccccc3)c2c1
  A: 70	B: 67	C: 90	D: 97	E: 50	F: 67	G: 77	H: 72	I: 73

> CC(=O)c1ccc(N2CCNCC2)cc1
  A: 92	B: 103	C: 96	D: 111	E: 114	F: 74	G: 92	H: 99	I: 106

> Nc1nnc(N)n1N
  A: 100	B: 99	C: 93	D: 103	E: 103	F: 115	G: 93	H: 109	I: 101

> NCC(=O)c1ccccc1
  A: 103	B: 97	C: 112	D: 112	E: 105	F: .	G: 105	H: 109	I: 99

> CNC(=O)Oc1ccc2c(c1)OCO2
  A: 100	B: 103	C: 116	D: 106	E: 109	F: 104	G: 103	H: 119	I: 116

> N#CC(CCN1CCOCC1)(c1ccccc1)c1ccccc1
  A: 91	B: 94	C: 120	D: 106	E: 98	F: 119	G: 95	H: 106	I: 97

> O=c1[nH]c(N2C[C@@H]3C[C@H](C2)c2cccc(=O)n2C3)nc2sc3c(c12)CCCC3
  A: 95	B: 101	C: 100	D: 96	E: 106	F: 105	G: 95	H: 102	I: 89

> Fc1ccc(C2=NN(c3ccccc3)C(c3sc(N(CCCl)CCCl)nc3Cl)C2)cc1 (centres undefined)
  A: 87	B: 85	C: 76	D: 91	E: 92	F: 83	G: 74	H: 92	I: 79

> COC(=O)c1cn(Cc2c[nH]c3ccccc23)c2ccccc12
  A: 100	B: 88	C: 90	D: 96	E: 87	F: 83	G: 88	H: 96	I: 99

> CC(=O)[C@H]1CC[C@H]2[C@@H]3CC[C@@H]4C[C@H](O)CC[C@]4(C)[C@H]3[C@H](O)C[C@]12C
  A: 96	B: 106	C: 106	D: 104	E: 117	F: 103	G: 101	H: 106	I: 98

> COC(=O)C12CCc3c(ccc4cc(OC)ccc34)C1=CC(=O)C2 (centres undefined)
  A: 96	B: 104	C: 114	D: 102	E: 97	F: 121	G: 96	H: 118	I: 125

> O=C(CCl)NCNC(=O)CCl
  A: 98	B: 98	C: 99	D: 115	E: 103	F: 74	G: 112	H: 105	I: 77

> CNC(C)[C@H](O)c1ccccc1 (some centres undefined)
  A: 109	B: 94	C: 116	D: 100	E: 94	F: 128	G: 106	H: 119	I: 120

> CCC1=C[C@@H]2CN3CCc4c([nH]c5ccccc45)[C@@](C(=O)OC)(C2)[C@@H]13
  A: 96	B: 102	C: 104	D: 99	E: 103	F: 99	G: 99	H: 103	I: 105

> CN(N=O)c1ccc([N+](=O)[O-])cc1
  A: 106	B: 95	C: 109	D: 105	E: 105	F: 103	G: 104	H: 104	I: 109

> CC1(C)N=C(N)N=C(N)N1c1ccc(C(=O)Nc2cccc(S(=O)(=O)F)c2)cc1
  A: 98	B: .	C: 99	D: 95	E: 112	F: 114	G: 96	H: 117	I: 103

> CN(C)[C@@H]1C(=O)C(C(N)=O)=C(O)[C@@]2(O)C(=O)C3=C(O)c4c(O)ccc(Cl)c4[C@@](C)(O)[C@H]3C[C@@H]12
  A: 103&94	B: 89&100	C: 96&90	D: 95&92	E: 109&104	F: 87&79	G: 95&93	H: 102&112	I: 99&98

> COc1ccc(CCNCc2cccc(OC)c2OC)cc1OC
  A: 100	B: 92	C: 104	D: 109	E: 100	F: 101	G: 97	H: 105	I: 101

> CNC(=O)Oc1cc(C)cc(C)c1
  A: 104	B: 107	C: 107	D: 115	E: 104	F: 111	G: 93	H: 107	I: 117

> C=CCCCCCCCCC(=O)O
  A: 97&110&105	B: 107&95&106	C: 110&106&106	D: 197&105&105	E: 81&102&110	F: 80&103&109	G: 106&98&100	H: 113&108&111	I: 123&116&110

> N#CN
  A: 108	B: 100	C: 97	D: 98	E: 108	F: 105	G: 97	H: 111	I: 113

> COCCOCCOCCOc1ccc(-n2cc(CCCN(CCNc3ccnc4cc(Cl)ccc34)C(=O)CCC(=O)O[C@@H]3O[C@@H]4OC5(C)CC[C@H]6[C@H](C)CC[C@@H]([C@H]3C)[C@@]46OO5)nn2)cc1
  A: 52	B: 48	C: 76	D: 52	E: 27	F: 45	G: 54	H: 35	I: 46

> CC(=O)[C@H]1CC[C@H]2[C@@H]3CC[C@H]4C[C@H](N)CC[C@]4(C)[C@H]3CC[C@]12C
  A: .	B: 87	C: 109	D: 83	E: 89	F: 82	G: 96	H: 75	I: 84

> COC(=O)[C@@H](NC(=O)c1nn(Cc2ccc(F)cc2)c2ccccc12)C(C)(C)C
  A: 104	B: 100	C: 95	D: 100	E: 102	F: 111	G: 84	H: 106	I: 97

> CN(Cc1ccccc1)CC(Cl)c1ccccc1 (centres undefined)
  A: 103	B: 102	C: 99	D: 114	E: 101	F: 107	G: 104	H: 104	I: 100

> ClCCN1CCCCC1
  A: 103	B: 96	C: 105	D: 103	E: 104	F: 108	G: 100	H: 106	I: 104

> N#C[C@]1(Cl)CC2CCC1C2 (some centres undefined)
  A: 95	B: 108	C: 107	D: 109	E: 111	F: 113	G: 106	H: 128	I: 107

> COC(=O)C12CC(NC(=O)c3csc([C@@H](C[C@H](C(C)C)N(C)C(=O)[C@@H](NC(=O)[C@H]4CCCCN4C)C(C)C)OC(C)=O)n3)(C1)C2
  A: 25	B: 24	C: 13	D: 47	E: -4.7*	F: 19	G: 11	H: -18*	I: 50

> CC(=O)OC1CCC2(C)C(CCC3C2CC(=O)C2(C)C3CC(Sc3ccc(N(CCCl)CCCl)cc3)C2C(C)=O)C1 (centres undefined)
  A: 87	B: 97	C: 113	D: 96	E: 75	F: 116	G: 84	H: 100	I: 84

> CNC(=O)O/N=C(/C)c1ccc(Cl)cc1
  A: 105	B: .	C: 97	D: 111	E: 109	F: 101	G: 92	H: 114	I: 97

> COc1ccc(CCN)cc1
  A: 96	B: 85	C: 99	D: 97	E: 98	F: 101	G: 94	H: 98	I: 103

> N#CC(N)c1ccccc1 (centres undefined)
  A: 104	B: 109	C: 115	D: 101	E: 108	F: 115	G: 100	H: 106	I: 110

> CC12CCC3C(CCC4CC(=C5C=CC=C5)CCC43C)C1CCC2O (centres undefined)
  A: 99	B: 100	C: 114	D: 101	E: 103	F: 109	G: 100	H: 107	I: 101

> BrCC[N+]12CC[N+](CCBr)(CC1)C2
  A: 106	B: 93	C: 119	D: 108	E: 97	F: 109	G: 116	H: 99	I: 120

> CN(C)CCNC(=O)C(=O)c1cn(Cc2ccccc2)c2ccc(OCCO)cc12
  A: 106	B: 96	C: 101	D: 97	E: 98	F: 87	G: 87	H: 107	I: 107

> O=C(c1ccccc1)C(F)(F)F
  A: 114	B: 102	C: 122	D: 101	E: 106	F: 111	G: 101	H: 111	I: 105

> ClCCN(CCCl)c1ccc(C2=NCCc3ccccc32)cc1
  A: 89	B: 71	C: 86	D: 84	E: 63	F: 91	G: 95	H: 59	I: 73

> CC[C@H](CC[C@@H](C)[C@H]1CC[C@H]2[C@@H]3CC[C@H]4C[C@]5(CC[C@]4(C)[C@H]3CC[C@]12C)OO[C@](C)(C(F)(F)F)O5)C(C)C
  A: 81	B: 92	C: 90	D: 74	E: 98	F: 79	G: 90	H: 93	I: 88

> CC1=C[C@H]2O[C@@H]3C[C@H]4OC(=O)/C=C\C=C\[C@H]([C@@H](C)O)OCC[C@@H](C)[C@H](O)C(=O)OC[C@@]2(CC1)[C@]4(C)[C@]31CO1
  A: -19*	B: -37*	C: -19*	D: -17*	E: -25*	F: -13*	G: -51*	H: -18*	I: -19*

> COC(=O)CC(c1ccc(O)c(Cl)c1)c1c(O)c2ccccc2oc1=O (centres undefined)
  A: 90[8.25 µM]	B: .	C: 109[8.25 µM]	D: 98[8.25 µM]	E: 103[8.25 µM]	F: 99[8.25 µM]	G: 115[8.25 µM]	H: .	I: 102[8.25 µM]

> C[C@]12CC[C@H]3[C@@H](C[C@@H]4SC(Nc5ccccc5)=N[C@@]45C/C(=N/O)CC[C@]35C)[C@@H]1CCC2=O
  A: 85	B: 79	C: 105	D: 100	E: 86	F: 88	G: 114	H: 43	I: 88

> CC(C)(O)C1C2OC(=O)C1C1(O)CC3OC34C(=O)OC2C14C (centres undefined)
  A: 94	B: 100	C: 100	D: 102	E: 106	F: 119	G: 100	H: 114	I: .

> CC(C)(C)c1ccc(O)cc1
  A: 100	B: 98	C: 103	D: 108	E: 107	F: 111	G: 101	H: 107	I: 108

> Cc1[nH]c2ccccc2c1CN1CCCCC1
  A: 96	B: 110	C: 119	D: 123	E: 109	F: 116	G: 112	H: 114	I: 120

> CCOP(=O)(CCCCCCC#N)Oc1ccc([N+](=O)[O-])cc1 (centres undefined)
  A: 99	B: 104	C: 104	D: 99	E: 107	F: 95	G: 95	H: 113	I: 107

> C=CC[PH+](c1ccccc1)c1ccccc1.C=CC[PH+](c1ccccc1)c1ccccc1.[Pt+2].[S-]c1ncccn1.[S-]c1ncccn1
  A: 40	B: 37	C: 96	D: 14	E: 40	F: 16	G: 3.0*	H: -25*	I: 18

> NP(N)(=O)CCl
  A: .	B: 108	C: 102	D: 95	E: 111	F: 107	G: 116	H: 114	I: 120

Record cards, as listed above:
CC(C)(C)c1ccc(O)cc1 as listed: SN12C: 100; NCI-H23: 98; SK-OV-3: 103; OVCAR-5: 108; NCI/ADR-RES: 107; IGROV1: 111; NCI-H226: 101; OVCAR-3: 107; OVCAR-4: 108
CC1=C[C@H]2O[C@@H]3C[C@H]4OC(=O)/C=C\C=C\[C@H]([C@@H](C)O)OCC[C@@H](C)[C@H](O)C(=O)OC[C@@]2(CC1)[C@]4(C)[C@]31CO1 as listed: SN12C: -19*; NCI-H23: -37*; SK-OV-3: -19*; OVCAR-5: -17*; NCI/ADR-RES: -25*; IGROV1: -13*; NCI-H226: -51*; OVCAR-3: -18*; OVCAR-4: -19*
C[C@]12CC[C@H]3[C@@H](C[C@@H]4SC(Nc5ccccc5)=N[C@@]45C/C(=N/O)CC[C@]35C)[C@@H]1CCC2=O as listed: SN12C: 85; NCI-H23: 79; SK-OV-3: 105; OVCAR-5: 100; NCI/ADR-RES: 86; IGROV1: 88; NCI-H226: 114; OVCAR-3: 43; OVCAR-4: 88

Not all compounds are listed; count on the stated rates, not on these rows.
